Screening data from PubChem.
DT40 TDP1 no CPT: qHTS for Inhibitors of human tyrosyl-DNA phosphodiesterase 1 (TDP1): qHTS in cells in absence of CPT. DT40 Tdp1-/- hTDP1 cells, no CPT, ATP luminescence, 48 h. Potency, µM (highest dose often 46.2 µM), without a hit: at the highest dose activity change, negative = growth inhibition, most hits filed as inhibitors. actives 15% (n = 420,000). AID 686978, 2013; also: nearly all actives have a fitted effect of over 55% in size
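Camptothecin absent (DMSO only). Human TDP1-complemented DT40 knockout cells, 400 cells/well, 37 °C for minimum 48 hr; ATP measured via CellTiter-Glo, 30 min dark incubation, luminescence.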
KAT2A inh: inhibitors of human GCN5L2 histone acetyltransferase; Q92830; GCN5L2 HAT assay, ThioGlo1 CoA-SH fluorescence; Potency, µM (top dose mostly 58.9 µM), without a hit: at the top dose activity change, negative = inhibition, usual class: inhibitors; actives 0.21% (n = 390,000); AID 504327
Target sequence (Q92830 whole entry, looked up): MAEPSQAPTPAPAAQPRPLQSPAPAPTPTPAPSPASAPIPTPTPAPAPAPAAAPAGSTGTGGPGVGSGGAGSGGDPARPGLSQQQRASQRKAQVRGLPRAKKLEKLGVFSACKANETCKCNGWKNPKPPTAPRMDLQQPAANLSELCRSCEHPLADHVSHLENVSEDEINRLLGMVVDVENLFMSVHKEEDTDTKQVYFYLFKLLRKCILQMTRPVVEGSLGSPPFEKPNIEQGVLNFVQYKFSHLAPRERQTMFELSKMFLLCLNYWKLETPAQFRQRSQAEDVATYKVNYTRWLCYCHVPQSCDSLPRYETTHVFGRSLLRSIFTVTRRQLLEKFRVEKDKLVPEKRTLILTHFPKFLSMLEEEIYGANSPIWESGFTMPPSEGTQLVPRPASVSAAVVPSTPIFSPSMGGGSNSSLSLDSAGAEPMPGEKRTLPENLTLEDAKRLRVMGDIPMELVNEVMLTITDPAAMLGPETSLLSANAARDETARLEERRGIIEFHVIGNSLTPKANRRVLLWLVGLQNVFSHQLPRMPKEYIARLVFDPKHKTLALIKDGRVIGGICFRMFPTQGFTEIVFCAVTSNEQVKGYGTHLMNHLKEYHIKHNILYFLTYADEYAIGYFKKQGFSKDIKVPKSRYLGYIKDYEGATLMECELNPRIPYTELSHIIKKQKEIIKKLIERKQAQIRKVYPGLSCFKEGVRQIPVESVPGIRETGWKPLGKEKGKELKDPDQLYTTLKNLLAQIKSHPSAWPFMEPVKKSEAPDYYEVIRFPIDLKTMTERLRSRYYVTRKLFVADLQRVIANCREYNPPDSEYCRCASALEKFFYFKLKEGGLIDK
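GCN5L2 (20nM final) in 50mM HEPES, 0.1mM EDTA pH 7.5, 0.01% Tween-20 was preincubated 15 min at room temperature with compound, then given ThioGlo1 (50uM), H3(1-25) peptide (75uM) and acetyl-CoA (70uM); CoA-thiol fluorescence (Ex340/Em540) was read at 0 and 20 min.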
TDP1 block: inhibitors of human tyrosyl-DNA phosphodiesterase TDP1; Q9NUW8; recombinant TDP1, AlphaScreen DNA substrate cleavage; Potency, µM (series often up to 130 µM), without a hit: at the highest dose activity change, negative = inhibition, most hits filed as inhibitors; actives 0.28% (n = 350,000); AID 485290; also: nearly all actives have a fitted effect of over 40% in size
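Enzyme-compound mixtures sat 15 min at room temperature, followed by a 5 min reaction with 15 nM final substrate and 10 min with AlphaScreen beads. Recombinant human Tdp1 was used at 1 nM final.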
* hit, by the source's call; ? = inconclusive; . = no result given; & = joins results of further samples; [ ] = dose if it differs, or a comment. Calls follow the shape of the dose curve; as a rule, active = well fitted curve in the direction sought with a large enough effect; inconclusive = small, poorly fitted or top-dose-only effect, or another doubt; inactive = no such curve, though single readings can be large; an effect the other way counts as inactive or inconclusive. % is scaled to controls: 0 for no effect and ±100 for the full control effect; potency is read from the fitted curve at half-maximal effect. Some of the compounds tested; count on the stated rates, not on these rows.

The opening 2 compounds as a preview:
SMILES	KAT2A inh	TDP1 block	DT40 TDP1 no CPT
O=C(NCc1ccc(Cl)cc1)C1CCN(C(=O)c2ccco2)CC1	1%	.	-29%
CNc1oc(-c2ccccc2F)nc1S(=O)(=O)c1ccc(C)cc1	?	2%	-18%

Results (from the top)
SMILES	KAT2A inh	TDP1 block	DT40 TDP1 no CPT
O=C(NCc1ccc(Cl)cc1)C1CCN(C(=O)c2ccco2)CC1	1%	.	-29%
CNc1oc(-c2ccccc2F)nc1S(=O)(=O)c1ccc(C)cc1	?	2%	-18%
CC1CCN(C(=O)c2ccc(S(=O)(=O)Cc3cccc(F)c3)c([N+](=O)[O-])c2)CC1	-1%	4%	?
O=C(Nc1cccc(/C=C/c2ccccn2)c1)c1ccc(-n2cncn2)c([N+](=O)[O-])c1	-3%	.	6.5µM*
COc1ccc(CCNC(=O)c2c(C)oc3ncn(CC(C)C)c(=O)c23)c(OC)c1	-7%	-4%	16µM*
CN(C)S(=O)(=O)c1cccc(NC(=O)c2cc([N+](=O)[O-])ccc2N2CCCCC2)c1	-3%	1%[56.1 µM]	?
COCCn1cc(C(=O)c2cc(Br)ccc2O)cc(C#N)c1=O	-4%	3%	?
CCN(CC)CCOC(=O)c1ccc(NC(=O)c2nn(C)c3c2COc2ccccc2-3)cc1	-6%	6%	3.3µM*
CCCc1cc(NCCCN2CCOCC2)n2c(nc3ccccc32)c1C#N	-14%	-1%	21µM*
CC(C)c1ccccc1OCC(=O)NN1C(=O)c2ccccc2C1=O	-2%	1%	3%
CC(=O)Nc1ccc(NC(=O)C(Cc2ccccc2)NC(=O)C2CCC(C)CC2)cc1 (centres undefined)	12%	-3%	-20%
Cc1cccc(CNS(=O)(=O)c2ccc(-c3cnc(C4CC4)o3)cc2)c1	-8%&-10%	4%&11%	16µM*
N=c1c(C(=O)NCCN2CCOCC2)cc2c(=O)n3ccccc3nc2n1CCCN1CCOCC1	-19%	-2%	10%
O=C(c1cnccn1)N1CCc2ccccc2C1	0%	-5%	-8%
O=[N+]([O-])c1ccc(/C=N/NS(=O)(=O)c2ccc(Cl)cc2)o1	-5%	9%	16µM*
COc1ccc(CC(=O)Nc2ccccc2C(=O)NCCc2ccccc2)cc1	-13%	.	?
O=[N+]([O-])/C=C/c1ccc2c(ccn2Cc2ccccc2)c1	-23%	.	4.1µM*
O=[N+]([O-])c1cc(S(=O)(=O)Nc2ccccc2)ccc1N1CCN(c2ccc(O)cc2)CC1	-1%	-1%	?
CC(=O)C1=C(O)C(=O)N(Cc2ccccc2)C1c1ccc(N(C)C)cc1 (centres undefined)	-6%	.	-16%
Cc1ccc2oc(=O)c3cc(C(=O)N4CCN(c5ccccc5)CC4)sc3c2c1	-1%	2%	17%
O=C(Nc1ccc(S(=O)(=O)NC2=NCCCCC2)cc1)c1cccc(S(=O)(=O)N2CCOCC2)c1	-3%	0%	-27%
CCOc1ccc(NC(=O)CN(C)C(=O)c2c(-c3c(F)cccc3Cl)noc2C)cc1OCC	-26%	2%	-21%
CC(=O)c1cnc(-c2cccc(Cl)c2)s1	9%	-6%	0%
CCC1=C(OC(=O)N(CC)CC)N2C(=O)OC(=NCC3CC3)[C@]2(Cc2ccccc2)[C@H]2C1=CC[C@H]1C(=O)N(CC(=O)OC)C(=O)[C@H]12	-10%	8%&5%	?
Cc1cccc([C@@H]2[C@@H]3C(=O)N(Cc4ccccc4)C(=O)[C@@H]3[C@]3(Cc4ccccc4)C(=O)N(c4ccc(C(F)(F)F)cc4)C(=O)N23)c1	-8%	-5%	16µM*
O=C(CC1N=C2c3ccccc3N=C(SCc3ccc(Cl)cc3)N2C1=O)NCc1cccs1 (centres undefined)	0%	4%	-19%
O=C(Nc1ccc2ccccc2c1)/C(=C\c1ccc2c(c1)OCO2)NC(=O)c1ccco1	-10%	3%	-4%
COC(=O)c1cc(S(=O)(=O)NCc2cccc(Br)c2)c[nH]1	-1%	1%	7%
O=C(O)c1cccc(NC(=O)c2cccc(S(=O)(=O)N3CCCCC3)c2)c1	-1%	2%	-8%
O=C(NCCC1=CCCCC1)c1ccc2c(c1)N(Cc1ccc(Cl)cc1)C(=O)c1ccccc1S2=O (centres undefined)	-4%	0%	?
C=CCn1c(SCC(=O)NC2CCCCC2)nnc1-c1sc(N)nc1C	-2%	-1%	-2%
CCN1CCN(c2cc3c(cc2F)c(=O)c(S(=O)(=O)c2ccccc2)cn3C)CC1	-4%&-7%	9%&-1%	4%&-25%
O=C(NC1CC(=O)N(c2ccccc2)C1)C(c1ccccc1)c1ccccc1 (centres undefined)	2%	0%	?
NCC(O)CC(=O)O (centres undefined)	0%	-7%[56.1 µM]	1%
COc1ccc(C2NC(C(=O)O)Cc3c2[nH]c2ccccc32)cc1CN1CCN(c2ccc(F)cc2)CC1 (centres undefined)	-2%	8%	2%
COc1ccccc1NC(=O)Cn1c2ccc(F)cc2c2nc3n(c(=O)c21)CCS3	-7%	10%	-27%
Cc1ccc(C)c(N2CCN(C(=O)c3cc4ccc5cccnc5c4[nH]3)CC2)c1	0%	6%	?
C=CCNC(=O)C1CC1(c1ccccc1)c1ccccc1 (centres undefined)	0%	-5%	?
C=CCN(c1ccccc1Cl)S(=O)(=O)c1cccc(C(=O)NCCc2ccc(OC)cc2)c1	-8%	2%	21µM*
CCN(CCCNC(=O)CN1N=C(c2ccccc2)CCC1=O)c1cccc(C)c1	1%	8%	-19%
COc1ccc(-c2cc(=O)oc3c(C)c(OC(C)C(C)=O)ccc23)cc1 (centres undefined)	-7%	.	?
CN(Cc1ccsc1)C(=O)CCc1nnc(Cc2c[nH]c3ccccc23)o1	1%	0%	?
Cc1cccc(Nc2nn3c(=O)c4cc5c(cc4nc3s2)OCO5)c1	-17%	.	2%
CC(C)c1ccc(O)c(NC(=O)c2cccnc2)c1	-4%[0.501 µM]	1%	-25%
CCc1cc2c(=O)c(-c3cnn(-c4ccccc4)c3)c(C)oc2c(CN2CCCCC2)c1O	-3%	6%	26µM*
Cc1c(Cl)cccc1Nc1nn2c(=O)c3ccc(C(=O)N(C)Cc4ccccc4)cc3nc2s1	-16%	3%	?
Cc1cccc(NNC(=S)Nc2c(C)cccc2C)c1	1%	20%	?
CCCc1ccc(S(=O)(=O)N2CCC(c3nnc(-c4cccc(C)c4)o3)CC2)cc1	-9%	-1%	4.6µM*
COc1ccc(OCc2cc(C(=O)N(C)Cc3cnccn3)no2)c(Cl)c1	7%	7%[56.1 µM]	-1%
N#Cc1ccc(OCC(=O)Nc2cc(S(=O)(=O)N3CCCCC3)ccc2N2CCCCC2)cc1	-6%	0%	?
CCNC(=S)NNC(=O)c1cc(C2CC2)nc2ccccc12	-6%	10%	-16%
COc1ccc(N2CCN(CC(=O)NCc3ccccc3)CC2)cc1	4%	-1%	10%
CCc1nn2c(=O)c(S(=O)(=O)Nc3cccc(F)c3)c(C)nc2s1	2%&0%	-2%	-10%&-14%
CCOc1ccc(-c2nc(CSCC(=O)NC3CCCc4ccccc43)c(C)o2)cc1 (centres undefined)	-9%	5%	?
CCCC(C(=O)NC1CCCC1)N(C(=O)Cn1nnc(-c2ccc(C)o2)n1)C1CCCC1 (centres undefined)	-3%	5%	?
N#Cc1ccc(CSc2nnc(-c3ccncc3)n2CCc2ccccc2)cc1	4%	3%	?

(more compounds)
SMILES	KAT2A inh	TDP1 block	DT40 TDP1 no CPT
CC(=O)CSc1nnc(C(F)(F)F)n1C	2%	.	-10%
COc1ccc(CCNC(=O)Cc2ccc([N+](=O)[O-])cc2)cc1OC	-6%	-3%	2%
Cc1sc(=NC(=O)c2ccco2)n(C)c1-c1ccc(Cl)cc1	-19%	-3%	12µM*
CCOc1cccc(C(=O)Nc2ccc(NC(=O)c3ccc(Br)cc3)cc2)c1	-1%	-4%[12.3 µM]	-3%
CCOc1ccccc1NC(=O)COC(=O)c1cnc(C)cn1	3%	-2%[56.1 µM]	1%
CN(C)c1ccc(/C=C/C(=O)c2ccc(C(C)(C)C)cc2)cc1[N+](=O)[O-]	7%	-3%	23µM*
COc1ccc(/C=C/c2nc(C#N)c(N3CCN(c4ccccc4)CC3)o2)cc1OC	27%	2%	-12%
COc1ccccc1CNC(=O)c1cc2cccc3c2n1CCS3	-3%	3%	?
C/C(CC(=O)Nc1cccc2c1CCCC2)=N\NC(=O)c1cccc2ccccc12	-1%	8%	16%
Cc1cccc(N(C)C(=O)CN(C)S(=O)(=O)c2ccc3[nH]c4c(c3c2)CCCC4)c1	-12%	9%	?
NC(=O)c1ccc(Cn2c(C(=O)c3cc(Cl)c(N)c(Cl)c3)c3ccccc3[n+]2[O-])cc1	-7%	.	?
Cc1ccc(S(=O)(=O)NCC(c2ccco2)N2CCc3ccccc3C2)cc1 (centres undefined)	-15%	-3%	?
Cc1ccc(C(=O)N2CCCN(c3nc4cc5c(cc4cc3C#N)OCO5)CC2)cc1	-10%	12%	15µM*
CSc1nnc([C@@H]2CCCN2C(=O)OC(C)(C)C)o1	0%	5%	-1%
COc1ccccc1N1CCN(C(c2cccs2)C(C)NC(=O)c2cccnc2)CC1 (centres undefined)	-5%	1%	?
COc1ccc(-c2c(-c3cc(OC)cc(OC)c3)n(C)c3ccc(-c4ccc(OC)cc4F)cc23)cc1	-17%	2%	?
COc1cc(C(=O)Nc2ccc3nc(N4CCOCC4)sc3c2)cc(OC)c1OC	-8%	4%	?
O=C(Cn1c(=O)oc2ccccc21)NCc1cccc(Cl)c1	-5%	-2%	-20%
CCOc1ccc(S(=O)(=O)N2CCCC(C(=O)NCc3ccccn3)C2)cc1 (centres undefined)	-5%	11%	-11%
CCN(CC)C(=O)CSc1nnc(-c2ccc(S(=O)(=O)N3CCOCC3)cc2)n1C	0%	.	9%
Cc1noc(C)c1C(=O)N1CCC[C@@]2(CCN(Cc3ccccc3)C2)C1	-2%	.	-5%
CS(=O)(=O)N1N=C(c2ccccc2)CC1c1cccs1 (centres undefined)	0%	4%	-23%
Cc1ccccc1NC(=S)NC(NC(=O)c1ccccc1C)C(Cl)(Cl)Cl (centres undefined)	5%	-6%	21µM*
Cc1ccc(Cl)cc1NC(=O)c1cnn2c1NC(c1ccco1)CC2C(F)(F)F (centres undefined)	-13%	8%	?
CCOc1ncccc1C(=O)NCc1ccc(OC)cc1	-28%	7%	15µM*
CCc1ccc(C(=O)COC(=O)CNC(=O)CNC(=O)Cc2ccccc2)cc1	-5%	6%	9%
O=C(NOCc1ccccc1)c1ccc(Cl)cc1	-10%	0%	18%
ClC1(Cl)CC1CSc1nc2ccccc2[nH]1 (centres undefined)	-6%	0%	?
CC(=O)NC1CC2CCCC(C1)N2S(=O)(=O)c1cccc(F)c1 (centres undefined)	-2%	1%	-10%
Cc1cccc2cc(CN(CC3CCCO3)S(=O)(=O)c3ccccc3)c3nnnn3c12 (centres undefined)	0%	2%	.
CC(CNC(=O)c1ccc(Nc2nc3ccccc3n3nnnc23)cc1)c1ccccc1 (centres undefined)	-12%	5%	?
Cc1nc(N)sc1C(=O)OCC(C)C	-4%	0%	7%

The last 3 compounds of the section above open the next one:
SMILES	KAT2A inh	TDP1 block	DT40 TDP1 no CPT
Cc1cccc2cc(CN(CC3CCCO3)S(=O)(=O)c3ccccc3)c3nnnn3c12 (centres undefined)	0%	2%	.
CC(CNC(=O)c1ccc(Nc2nc3ccccc3n3nnnc23)cc1)c1ccccc1 (centres undefined)	-12%	5%	?
Cc1nc(N)sc1C(=O)OCC(C)C	-4%	0%	7%
N#CCCn1c(=O)c(-c2ccccc2)nc2cnc(N3CCOCC3)nc21	14%	.	-12%
CCn1nc(C)c(Br)c1Nc1ccc(Br)cc1	-8%	2%	-14%
COc1ccccc1N1CCN(C/C(C)=C/c2ccccc2)CC1	-2%	0%	?
CCOC(=O)/C(C#N)=C/c1c(N2CCN(c3cccc(Cl)c3)CC2)nc2c(C)cccn2c1=O	-3%	.	?
O=S(=O)(N1CCOCC1)N1CCOCC1	2%	.	25%
COc1ccc(-c2c(NC(=O)c3ccco3)oc3ccccc3c2=O)cc1	-9%	7%	0%
CSCCC(NC(=O)c1ccccc1Cl)C(=O)Nc1cccc(S(=O)(=O)N2CCCC2)c1 (centres undefined)	-8%	4%	?
